# FXIIa inh: human FXIIa protease inhibitors, primary screen, biochemical, single well; AID 701, 2007; Coagulation factor XII (Homo sapiens), P00748; 0.2% of 33,000 active; inhibition, % at 10 µM; purified human FXIIa, AMC substrate fluorescence, 2 h; in the data active = inhibition above about 30%;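 also: 0% = enzyme with vehicle only and 100% = no enzyme blank; many of its hits are not listed in these tables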
# FXIa inh: human FXIa protease inhibitors, primary screen, biochemical, single compound per well. AID 687, 2007. 0.3% of 33,000 active. inhibition, % at 10 µM. Coagulation factor XI (Homo sapiens), P03951. purified human FXIa, fluorogenic AMC substrate cleavage;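 active = inhibition above 40% in the primary screen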;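 also: 0% = enzyme without compound and 100% = blank wells lacking enzyme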
# Target sequence (P03951 19-387 limits assumed): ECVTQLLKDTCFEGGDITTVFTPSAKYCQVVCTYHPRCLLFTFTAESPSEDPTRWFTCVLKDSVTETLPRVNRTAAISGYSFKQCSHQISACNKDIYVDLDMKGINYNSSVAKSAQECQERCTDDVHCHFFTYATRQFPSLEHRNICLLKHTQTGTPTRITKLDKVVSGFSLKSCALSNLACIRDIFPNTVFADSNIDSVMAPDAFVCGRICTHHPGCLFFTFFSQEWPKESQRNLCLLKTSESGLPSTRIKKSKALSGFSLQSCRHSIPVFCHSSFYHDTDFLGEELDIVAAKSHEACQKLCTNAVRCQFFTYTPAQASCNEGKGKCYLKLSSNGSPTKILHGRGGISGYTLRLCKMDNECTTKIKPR
# Target sequence (P03951 388-625 limits assumed): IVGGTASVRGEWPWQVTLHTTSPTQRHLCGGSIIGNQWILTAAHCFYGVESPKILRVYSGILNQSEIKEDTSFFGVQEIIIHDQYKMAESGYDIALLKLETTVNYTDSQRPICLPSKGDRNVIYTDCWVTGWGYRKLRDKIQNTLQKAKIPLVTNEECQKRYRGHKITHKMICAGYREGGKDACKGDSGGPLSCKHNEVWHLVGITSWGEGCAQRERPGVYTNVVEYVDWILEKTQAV
# The depositor's hits bear a star. This is a subset, so the mix of outcomes need not match the whole.
SMILES,FXIIa inh,FXIa inh
CN1CCN(C(=O)Cn2c(C(F)(F)F)nc3ccccc32)CC1,9,-5
Cc1cc(NC2CCCCC2)nc(-c2ccccc2O)n1,-5,-6
OCCNc1nc2ccccc2n1-c1ccccc1,11,4
Cc1c(C(=O)O)sc(=S)n1-c1ccc(Cl)cc1,9,3
Cc1sc2c(c1C)c(=O)nc1n2Cc2ccccc2-1,-1,-4
O=C(CCCOc1ccccc1)Nc1nccs1,8,4
CCNC(=O)CN1C(=O)NC2(CCCc3cc(OC)ccc32)C1=O (configuration not stated),15,-4
Cc1ccc(N/C=C(/C#N)c2ccsc2)cc1C,7,10
O=C(CCc1nc2ccccc2[nH]c1=O)OCC(=O)c1ccc(Cl)cc1,9,-3
CC(=O)Nc1ccccc1Nc1cc(C#N)c(C#N)cc1[N+](=O)[O-],6,-10
CN(C)c1nc2n(c(=S)n1)CCS2,2,-2
CCOC(=O)CSc1nnnn1-c1cccc2ccccc12,6,0
Cc1ccnc(NC(=O)C23CC4CC(CC(C4)C2)C3)c1,6,-4
OCCN(Cc1ccccc1)Cc1ccc(C(F)(F)F)cc1,3,13
Cc1ccc(C(=O)CN2/C(=C(\O)c3ccccc3)C(=O)c3ccccc3S2(=O)=O)c(C)c1,5,9
O=c1c2ccccc2nc(SCc2nnc(-c3ccccc3Br)o2)n1Cc1ccco1,1,9
CCN=c1scc(-c2ccco2)n1/N=C/c1ccc(OC)c(O)c1,-13,22
CCn1c(SCC(=O)NCc2ccccc2)nnc1-c1c[nH]c2ccccc12,-9,21
CCN(CC)S(=O)(=O)c1cc(-c2nnc(-c3ccc(Br)cc3)o2)ccc1Cl,9,1
CC(=O)c1c(C)[nH]c(C(=O)COc2ccc(C#N)cc2)c1C,7,7
CCOC(=O)CSc1nnc(-c2ccccc2)c(=O)[nH]1,0,-5
O=C(N1CCCCC1)C12CC3CC(CC(C3)C1)C2,1,0
Cc1cc(NC(=O)COC(=O)c2cc(S(=O)(=O)N3CCOCC3)ccc2N2CCCCC2)no1,23,5
O=C(Nc1ccc(F)c(Cl)c1)C1CCN(S(=O)(=O)c2cccnc2)CC1,-1,4
CCC(=O)NC(c1ccccc1OC)c1ccc2cccnc2c1O (configuration not stated),5,3
CCn1cc(Br)c(C(=O)Nc2ccc(OC)cc2)n1,9,0
Cc1ccc(-n2c(SCc3cc(=O)n4ccsc4n3)nnc2-c2cccnc2)c(C)c1,5,0
Cc1cc(C)cc(N=c2c([N+](=O)[O-])nn(-c3cccc(Cl)c3)n2O)c1,7,2
COc1ccc(OC)c(C2CC(=O)C(C)C(c3cc(OC)ccc3OC)N2)c1 (configuration not stated),3,10
CNc1nc(OCC(F)(F)F)nc(N2CCOCC2)n1,9,4

# A second format for some results above:
CNc1nc(OCC(F)(F)F)nc(N2CCOCC2)n1
  FXIIa inh: 9
  FXIa inh: 4

O=C(Nc1ccc(F)c(Cl)c1)C1CCN(S(=O)(=O)c2cccnc2)CC1
  FXIIa inh: -1
  FXIa inh: 4

CCn1cc(Br)c(C(=O)Nc2ccc(OC)cc2)n1
  FXIIa inh: 9
  FXIa inh: 0

CCC(=O)NC(c1ccccc1OC)c1ccc2cccnc2c1O (configuration not stated)
  FXIIa inh: 5
  FXIa inh: 3

# Additional records follow:
SMILES,FXIIa inh,FXIa inh
CC1=C(C(=O)OC(C)C)C2(O)C(=O)c3ccccc3C2(O)N1 (configuration not stated),8,0
CCOC(=O)CNc1c(-c2ccc(OC)cc2)nc2ccc(Cl)cn12,3,2
O=C(Nc1nc(NC(=O)c2ccco2)n(-c2ccccc2)n1)c1ccccc1,2,-3
O=C(c1ccc(NS(=O)(=O)c2ccccc2)cc1)N1CCCC1,-1,-3
COC(=O)c1cc(C(=O)OC)cc(N2C(=O)CN=C2Nc2nc(C)cc(C)n2)c1,5,2
COC(=O)C1=C(C(=O)OC)SC(=C2C(=S)C(C)(C)N(C(=O)CC(C)C)c3ccccc32)S1,-1,-1
O=C1CCCC/C1=C\Nc1ccc(O)cc1,4,6
Cc1cccc(OCC(=O)OCC(=O)c2c(N)n(C)c(=O)n(C)c2=O)c1C,8,4
COC(=O)COc1ccc(C2NC(=O)NC(c3ccccc3)=C2C(C)=O)cc1OC (configuration not stated),5,5
COCC(C)NC(=O)CCSc1nc(-c2ccc(OC)cc2)cc(C(F)(F)F)n1 (configuration not stated),20,2
COC(=O)c1cn(CCOc2ccccc2F)c2ccccc12,10,7
Cc1sc(NC(=O)C2CCCO2)c(C(N)=O)c1C (configuration not stated),4,-5
O=C(CN1C(=O)COc2ccccc21)N1CCc2ccccc2C1,4,-1
CCOC(=O)c1ccc(NC(=O)Nc2ccc(F)cc2)cc1,5,-2
CCOC(=O)c1[nH]c(=O)c2ccccc2c1O,-2,0
Cc1noc(C)c1COC(=O)CCc1nc2ccccc2c(=O)[nH]1,8,3
O=C(COC(=O)[C@H](Cc1ccccc1)N1C(=O)c2ccccc2C1=O)Nc1ccc2c(c1)OCO2,-2,0
CCN(CC)C(=O)CSc1nc2ccccc2o1,6,-5
COCC(O)CSc1nc(C)[nH]c1[N+](=O)[O-] (configuration not stated),11,-4
CC(NC(=O)C1CCCN1S(=O)(=O)c1cccc2cccnc12)c1ccccc1 (configuration not stated),6,13
O=C(NCC12CC3CC(CC(C3)C1)C2)c1nn2cccnc2c1Cl,-2,-5
Cc1onc(-c2ccccc2)c1C(=O)NCCc1ccc(Cl)cc1,-1,-14
CCCn1c(-c2ccc(OC)cc2)nc2c(=O)n(C)c(=O)[nH]c21,2,0
CCOCCOCCC(C(=O)O)P(=O)(c1ccccc1)c1ccccc1 (configuration not stated),5,4
CC1(C)Cc2nc3sc4c(SCC(=O)NCc5ccccc5)ncnc4c3cc2CO1,6,6
C/C(Cn1cnc([N+](=O)[O-])n1)=N\NC(=O)c1ccccc1,4,-1
COc1ccc(-n2cnnc2SCC(=O)Nc2cc(C(C)(C)C)nn2-c2ccccc2)cc1,4,9
CCCN(CCC)C(=O)CC(c1ccccc1)c1ccc(C)cc1O (configuration not stated),3,-4
Cc1[nH]nc2ncc(C(=O)c3cc(F)ccc3O)cc12,-15,24
Cn1c(C(=O)NCCCN2CCCC2=O)cc2c(=O)n3ccccc3nc21,-34,-17
O=C(Cc1c(F)cccc1Cl)N1CCCC1,6,2
COC(=O)CSc1nnc(-c2ccc(S(=O)(=O)NCc3ccccc3Cl)cc2)o1,-15,22
COc1cccc(-c2[nH]nc3c2C(c2ccoc2)C(C#N)=C(N)O3)c1 (configuration not stated),-5,0
CCCOC(=O)Nc1cccc(C(C)=O)c1,5,6
COC(=O)c1sccc1-n1cccc1C(=O)C(=O)N1CC(C)OC(C)C1 (configuration not stated),9,-6
CC(C)(C)n1nnnc1C(c1ccc(Cl)cc1)N(Cc1cccnc1)Cc1ccco1 (configuration not stated),0,-1
Cc1nnc(SCC(=O)Nc2ccc(S(=O)(=O)N3CCCCC3)cc2)s1,4,-7
CCn1c(O)c(C=Nc2ccccc2)n(-c2ccccc2)c1=S,3,-7
CCOc1ccc(-n2nnnc2SCC(=O)N2CCOCC2)cc1,20,8
CS(=O)(=O)N(Cc1ccc(C(=O)NC2CCCCC2O)cc1)c1ccccc1 (configuration not stated),6,-2
c1ccc(Cn2c(-c3cncs3)nc3ccccc32)cc1,7,-14
CCN(CC)C(=O)N1CCC(NC(=O)Cc2ccccc2)CC1,2,-9
COC(CNC(=O)Cn1ncc2ccsc2c1=O)OC,9,-7
CCCC(C)C(=O)N(Cc1ccccc1)c1ccccn1 (configuration not stated),7,11
O=C(Nc1ccc2c(c1)N(Cc1ccccc1)C(=O)c1ccccc1S2)NC1CC1,8,-8
COc1ccc(OC)c(C(=O)COC(=O)c2ccccc2O)c1,4,1
COc1cccc(N2C(=O)C(c3ccccc3)=C(c3nc4ccccc4s3)C2NC(C)=O)c1 (configuration not stated),6,7
Cc1cccc(C)c1NC(=O)CSc1nnc(NC(=O)CN2CCOCC2)s1,5,-10
CCCOc1ccc2c(C)c(CC(=O)OC)c(=O)oc2c1,-2,-2
O=C1COc2ccc(C(=O)c3ccccc3C(=O)NCc3ccccc3)cc2N1,13,-4

# (continued)
SMILES,FXIIa inh,FXIa inh
CCN1N=C(c2cc(Cl)sc2Cl)CSC1=O,-18,5
Cc1nn(CC(=O)Nc2cccnc2N2CCOCC2)c(=O)c2ccccc12,0,-4
CCCCOC(=O)Nc1ccc(C(N)=O)cc1,12,-2
CCn1c(SC(C)C)nnc1-c1cc(-c2ccccc2)sc1N,3,7
O=C1NC(=S)SC1=C1CCCC1,5,6
NC(=O)c1cccn1Cc1cccc(Cl)c1,4,-6
FC(F)(F)c1ccc(N2CCN(c3ncnc4c3nnn4Cc3ccccc3Cl)CC2)cc1,-11,2
O=C(Cc1cccs1)Nc1nc(-c2ccc(F)cc2F)cs1,7,-4
O=C(c1nn(Cc2ccccc2)c(=O)c2ccccc12)N1CCN(c2ccccn2)CC1,4,-3
O=C(O)c1cn(-c2ccccc2)c(=O)c2ccccc12,-5,-1

# Record cards, as listed above.
# NC(=O)c1cccn1Cc1cccc(Cl)c1 in the list: FXIIa inh = 4; FXIa inh = -6
# O=C(Cc1cccs1)Nc1nc(-c2ccc(F)cc2F)cs1 in the list: FXIIa inh = 7; FXIa inh = -4

# (next part)
SMILES,FXIIa inh,FXIa inh
COC(=O)c1ccc(NC(=O)COc2ccc(S(=O)(=O)N3CCCCC3)cc2)cc1,5,-9
COCCn1c(-c2cc(OC)c(OC)c(OC)c2)nc2nc3ccccc3nc21,5,0
CCOC(=O)c1c(O)c2c(n(Cc3ccco3)c1=O)CCCC2,4,6
CCOC(=O)c1ccc(NC2=CC(=O)C(=O)c3ccccc32)cc1,6,3
CCOc1ccc(OCC)c(S(=O)(=O)NCc2ccccn2)c1,4,-6
COc1cccc(CNC(=O)C2CCN(S(=O)(=O)c3cccs3)CC2)c1,-1,-2
Cc1cc(NC(=O)c2c(F)cccc2F)n(-c2nc3ccccc3[nH]2)n1,4,-4
CCCCOC(=O)Cn1c(=N)n(CCN(CC)CC)c2ccccc21,1,-2
C=CCOc1cccc(C2C(C(=O)c3ccc(C)o3)=C(O)C(=O)N2c2nccs2)c1 (configuration not stated),8,4
Cc1ccc(C2CC(c3ccc(Cl)cc3)=NNC2=O)cc1 (configuration not stated),-7,-2
Cc1ccc(SCc2[nH]nc3c2C2(C(=O)N(C)c4ccccc42)C(C#N)=C(N)O3)cc1 (configuration not stated),5,-1
COCCNC(=O)C(c1cccs1)N(Cc1cccs1)C(=O)Cn1nnc2ccccc21 (configuration not stated),-3,-2
Oc1c(CN2CCN(c3ccc(F)cc3)CC2)cc(Cl)c2cccnc12,18,2
CCOC(=O)CSc1nc(N)c2c3c(sc2n1)CCCC3,3,2
CCOC(=O)Cn1nc(CC)c2ccccc2c1=O,2,18
O=C(Nc1ccc2oc(-c3cccnc3)nc2c1)c1ccc(Br)o1,6,12
CCOC(=O)C1CCN(Cc2ccccc2C)CC1,-4,-1
Fc1ccc(Cn2ccc(-c3cnc(-c4ccccc4)s3)n2)cc1,-24,-7
CC(C)c1nnc(NC(=O)c2sc3ccccc3c2Cl)s1,3,5
CCOc1cccc(-c2cc(=O)[nH][nH]2)c1,7,0

# Reprinted at random: 3 records from the list
SMILES,FXIIa inh,FXIa inh
CCOc1cccc(-c2cc(=O)[nH][nH]2)c1,7,0
CCOC(=O)C1CCN(Cc2ccccc2C)CC1,-4,-1
O=C(Nc1ccc2oc(-c3cccnc3)nc2c1)c1ccc(Br)o1,6,12

# (list continues)
SMILES,FXIIa inh,FXIa inh
CC(=O)C(C)Oc1ccc2c3c(c(=O)oc2c1C)CCCC3 (configuration not stated),-15,1
COc1ccccc1Oc1ccc2c(c1)C(=O)N(c1cccc(O)c1)C2=O,-1,2
N#CCCSc1nc(N2CCOCC2)c2c(c1C#N)CCCC2,7,-1
CN(Cc1nnc(SCC(=O)NCCc2ccccc2)n1C)S(=O)(=O)c1ccccc1,5,-1
Cc1ccc2c(c1)c1c3n2CCN=C3CCC1,10,2
O=C(Nc1cnn(Cc2ccccc2)c1)c1nc2ncccn2n1,4,-2
Cn1c(SCC(=O)NC(c2ccccc2)c2ccccc2)nnc1-c1cccs1,-13,20
CCOC(=O)c1nnn(CC(=O)Nc2cccc(OC)c2)c1C(=O)OCC,5,2
Cn1nc(CC(=O)NC2CCCCC2)c2ccccc2c1=O,7,-9
O=C(Nc1nnc(COc2ccccc2)s1)C1CCN(S(=O)(=O)c2ccc(Cl)cc2)CC1,-8,19
COc1ccc(N(C)C2=NS(=O)(=O)c3ccccc32)cc1,7,-3
Cc1cc(NC(=O)CCCC(=O)NCc2cccs2)no1,-13,-2
CCCCCCc1nc2ccccc2c(=O)n1NC(=O)c1c(O)c2c(n(CC(C)C)c1=O)CCCC2,-15,27
COc1ccc(/C=N/n2cncn2)cc1CSc1ccccn1,3,-4
CCOC(=O)c1[nH]c2ccc(Cl)cc2c1NC(=O)c1nonc1C,11,2
COc1cccc(-c2nnc(N(C)C(=O)C3CCOC3)s2)c1 (configuration not stated),3,0
O=C(CSCCO)Nc1cccc(C(F)(F)F)c1,9,0
Cn1nnnc1SCC(=O)Nc1ccc(N2CCOCC2)cc1,5,0
CC(=O)N1CCc2cc(S(=O)(=O)Nc3cccc(C(F)(F)F)c3)ccc21,6,-8
Cc1ccc(SCCNC(=S)Nc2ccc(C)c(C)c2)cc1,-13,-12
CCCCN1C(=O)C2NN=C(C(=O)OC)C2C1=O (configuration not stated),5,3

# Single values from the entries so far:
# In FXIa inh, Cc1cc(NC(=O)CCCC(=O)NCc2cccs2)no1 reads -2
# In FXIIa inh, CCCCCCc1nc2ccccc2c(=O)n1NC(=O)c1c(O)c2c(n(CC(C)C)c1=O)CCCC2 reads -15
# In FXIa inh, CCCCN1C(=O)C2NN=C(C(=O)OC)C2C1=O (configuration not stated) reads 3

# Assay outcomes as filed in PubChem.
